# N370S GC = inhibits or activates N370S mutant glucocerebrosidase | Potency, µM (highest dose often 59.4 µM), without a hit: at the top dose activity change, negative = inhibition, usual class: inhibitors | N370S GC spleen homogenate, 4MU-glucoside fluorescence | actives 0.092% (n = 330,000) | AID 2101 | P04062;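 also: 0% = full enzyme activity and -100% = no enzyme basal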
# FEN1 inh = blocks human flap endonuclease 1 | Recombinant FEN1 flap cleavage, fluorescence, 15 min | Potency, µM (highest dose often 114 µM), inactives show at the highest dose activity change, negative = inhibition, most hits filed as inhibitors | actives 0.35% (n = 390,000); also: nearly all actives have a fitted effect of over 65% in size
# Target sequence (P39748 whole entry, looked up): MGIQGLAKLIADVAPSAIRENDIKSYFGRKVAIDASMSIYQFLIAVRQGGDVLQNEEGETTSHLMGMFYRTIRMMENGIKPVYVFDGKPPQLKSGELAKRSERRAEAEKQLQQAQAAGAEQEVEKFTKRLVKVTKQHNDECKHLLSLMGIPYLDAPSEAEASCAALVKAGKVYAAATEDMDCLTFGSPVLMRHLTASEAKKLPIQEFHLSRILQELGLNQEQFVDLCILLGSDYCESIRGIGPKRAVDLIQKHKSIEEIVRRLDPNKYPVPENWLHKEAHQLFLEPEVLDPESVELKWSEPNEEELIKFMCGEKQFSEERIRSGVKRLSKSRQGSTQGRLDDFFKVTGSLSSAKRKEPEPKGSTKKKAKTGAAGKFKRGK
#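 Quantitative HTS format: each compound was titrated, incubated with 10 nM nuclease for 15 min at room temperature, then challenged with flap substrate at 50 nM final. Signal change over 15 min gave concentration–effect curves.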
# KAT2A inh = GCN5L2 (KAT2A) acetyltransferase inhibition; actives 0.21% (n = 390,000); AID 504327; Potency, µM (titrated, usually from 58.9 µM), for the others: at the highest dose activity change, negative = inhibition, usual class: inhibitors; Q92830; GCN5L2 HAT assay, ThioGlo1 CoA-SH fluorescence
#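 Compounds, pin-transferred from DMSO stocks, meet 20nM GCN5L2 for 15 min before the reaction begins with H3(1-25) peptide (75uM) and acetyl-CoA (70uM). Thiol-reactive ThioGlo1 reports CoA release over 20 min at room temperature.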
# An asterisk follows results filed as active; u = inconclusive; x = no result given; [ ] = remark or other dose. Calls follow the shape of the dose curve; as a rule, active = well fitted curve in the direction sought with a large enough effect; inconclusive = small, poorly fitted or top-dose-only effect, or another doubt; inactive = no such curve, though single readings can be large; an effect the other way counts as inactive or inconclusive. Unless noted, % is scaled to controls: 0 for no effect and ±100 for the full control effect; potency is read from the fitted curve at half-maximal effect. Not all compounds are listed. The share of hits here may be higher or lower than overall.
[1] COc1ccc(OC)c(Nc2nc(-c3ccccc3O)nc3ccccc23)c1
[2] c1ccc(-n2nnnc2SCc2cccc3nsnc23)cc1
[3] CCOc1ccc(-n2c(=O)[nH]cc(C(=O)N3CCCc4ccccc43)c2=O)cc1
[4] COc1ccccc1-n1c(=O)[nH]c2c(C(N)=O)nc(C3CCCCC3)nc21
[5] Cc1ccc(SCC(=O)N2CCC(C(N)=O)CC2)cc1
[6] O=C(/C=C/c1ccco1)Nc1ccc(-c2nc3ccccc3[nH]2)cc1
[7] CN1CCN(c2nc(NCCOC34CC5CC(CC(C5)C3)C4)nc(OCC(F)(F)F)n2)CC1
[8] CCc1nn(CC(=O)N(C)C2CCCCC2)c(=O)c2cc3cc(C)ccc3n12
screen / no.,1,2,3,4,5,6,7,8
N370S GC,27.2%,15.5%,-10.1%,23.8%,0.6%,-3.9%,-13.7%,-8.6%
FEN1 inh,-0.3%,-10.7%,2.8%,14.3%,8.5%,-7.3%,5.5%,-2.9%
KAT2A inh,0.6%,-4.9%,2.9%,-6.3%,1.4%,-1.0%,-11.0%,0.6%

[9] COc1cccc(N2CCN(C3C(=O)c4ccccc4N3C(C)=O)CC2)c1 (stereo not given)
[10] CCc1ccc(N2CC(C(=O)N3CCCC3)CC2=O)cc1 (stereo not given)
[11] NC1=NC(=O)C2(COC(c3cccnc3)OC2)S1 (stereo not given)
[12] COc1ccc2c3c([nH]c2c1)[C@@H]1C[C@@H]2[C@@H](C[C@H](O)[C@H](OC)[C@H]2C(=O)O)CN1CC3
[13] CCCCSc1nc2c(=O)[nH][nH]c(=O)c2n1Cc1ccccc1
[14] COc1ccc(N2CCC(CNC(=O)Nc3ccc(C)c(C)c3)C2)cc1 (stereo not given)
[15] Cc1cc(C(=O)COc2cccnc2[N+](=O)[O-])c(C)n1-c1ccccc1
[16] CCN(CC(=O)Nc1ccc2c(c1)OCCO2)C(=O)c1cccc(OCC(C)C)c1
screen / no.,9,10,11,12,13,14,15,16
N370S GC,x,2.1%,0.6%,10.5%[21.6 µM],12.2%,7.3%,4.4%,-10.3%
FEN1 inh,13.4%,9.7%,-5.0%,x,1.3%,9.5%,-12.9%,-3.5%
KAT2A inh,-15.6%,-2.7%,2.2%,7.2%[21.4 µM],-3.4%,-1.6%,-3.0%,-1.7%

[17] O=C(c1ccc(Cl)cc1)N(Cc1ccc(Br)cc1)N1C(=O)CCC1=O
[18] O=C(CN1c2ccc(Br)cc2-c2ccccc2S1(=O)=O)N1CCCCC1
[19] O=C(Nc1cccc(-c2nc3ccccc3c(=O)o2)c1)c1ccccc1
[20] CCOC(=O)C1(C)NC(c2cccs2)C2C(=O)N(c3ccc(C)cc3)C(=O)C21 (stereo not given)
[21] CC(Oc1ccccc1)C(=O)Nc1ccc(S(=O)(=O)N2CCN(C)CC2)cc1 (stereo not given)
[22] CC1(C)Cc2cccc(C(=O)Nc3ccncc3)c2O1
[23] CC(OC(=O)c1ccccn1)C(=O)Nc1ccc2c(c1)OCCO2 (stereo not given)
[24] COc1ccc(CNC(=O)CNC(=O)c2cccs2)c(OC)c1
screen / no.,17,18,19,20,21,22,23,24
N370S GC,11.0%,x,-3.1%,-15.8%,-10.2%,2.8%,x,-20.4%
FEN1 inh,-10.3%,5.1%,4.0%,2.1%,-1.1%,1.6%,-9.0%,1.4%
KAT2A inh,-10.4%,-6.5%,u,-9.3%,1.2%,-4.6%,-4.8%,-16.1%

[25] CCSc1nc2ccccc2c(OCc2ccccc2Cl)c1C(=O)OC
[26] O=C(COC(=O)CCS(=O)(=O)c1ccc(F)cc1)NC1CCCCC1
[27] Cc1cc(Nc2cccc(Cl)c2)nc2ccc(NC(=O)c3cccc(N(C)C)c3)cc12
[28] COCC(=O)OCC(=O)Nc1ccccc1-c1ccccc1
[29] O=C(CCCN1C(=O)c2ccccc2C1=O)NC1=NCCS1
[30] Cc1cccc(CSc2ncnc3ccccc23)c1
[31] O=C(Nc1ccc(Cl)cc1)c1nc[nH]c1C(=O)NCc1ccccc1
[32] CCCCC(=O)Nc1cccc(NC(=O)c2ccc3c(c2)OCO3)c1
screen / no.,25,26,27,28,29,30,31,32
N370S GC,x,x,x,-9.7%,10.7%,8.2%,x,-0.9%
FEN1 inh,-14.4%,15.9%,12.7%,7.3%,6.3%,-4.6%,u,-6.6%
KAT2A inh,-6.9%,-1.4%,-13.2%,-9.9%,-1.3%,1.6%,-4.5%,0.2%

# Molecules listed so far that have a halogen, in the order listed:
[7] CN1CCN(c2nc(NCCOC34CC5CC(CC(C5)C3)C4)nc(OCC(F)(F)F)n2)CC1
[17] O=C(c1ccc(Cl)cc1)N(Cc1ccc(Br)cc1)N1C(=O)CCC1=O
[18] O=C(CN1c2ccc(Br)cc2-c2ccccc2S1(=O)=O)N1CCCCC1
[25] CCSc1nc2ccccc2c(OCc2ccccc2Cl)c1C(=O)OC
[26] O=C(COC(=O)CCS(=O)(=O)c1ccc(F)cc1)NC1CCCCC1
[27] Cc1cc(Nc2cccc(Cl)c2)nc2ccc(NC(=O)c3cccc(N(C)C)c3)cc12
[31] O=C(Nc1ccc(Cl)cc1)c1nc[nH]c1C(=O)NCc1ccccc1
screen / no.,7,17,18,25,26,27,31
N370S GC,-13.7%,11.0%,x,x,x,x,x
FEN1 inh,5.5%,-10.3%,5.1%,-14.4%,15.9%,12.7%,u
KAT2A inh,-11.0%,-10.4%,-6.5%,-6.9%,-1.4%,-13.2%,-4.5%

# (list continues)
[33] Cc1csc(N/N=C\c2cccnc2)n1
[34] COC(=O)c1ccc(NC(=O)C(=O)N2CCN(C(=S)Nc3cccc(C)c3C)CC2)cc1
[35] Clc1ccc(-c2nnc(C34CC5CC(CC(C5)C3)C4)o2)cn1
[36] Cc1cc(C)n2nc(SCC(=O)NC3CCCCC3C)nc2n1 (stereo not given)
[37] COc1ccc(-c2nc3n(n2)C(c2ccccc2)C(C(=O)Nc2cccnc2)=C(C)N3)cc1 (stereo not given)
[38] O=C(CSc1nnc(C2COc3ccccc3O2)o1)N1CCN(c2ccccc2)CC1 (stereo not given)
[39] C/C(CC1CC(C)(C)OC1=O)=N\NC(N)=S (stereo not given)
[40] COc1ccc(OCCCC(=O)OCC(=O)Nc2sccc2C(N)=O)cc1
screen / no.,33,34,35,36,37,38,39,40
N370S GC,-0.4%,-3.2%,6.0%,0.1%,x,-3.8%,1.2%,-10.4%
FEN1 inh,-4.1%,-11.8%,-0.2%,-0.5%,u,-3.1%,-5.3%,-1.8%
KAT2A inh,-8.5%,41.9%[activator],1.3%,1.3%,-1.1%,-4.2%,-6.1%,-0.7%

[41] CCOc1cc(/C=C2\C(=O)N(CCc3ccc(OC)c(OC)c3)C(C)=C2C(=O)OC)ccc1O
[42] CCN(CC)S(=O)(=O)c1nnc(NC(=O)COc2ccc(Cl)cc2)s1
[43] COc1ccc(/C=C\C(=O)NCC(=O)N/N=C/c2cccc(OC)c2O)cc1
[44] COC(=O)c1ccc(C2NC(=O)c3c(sc(C)c3C)N2)cc1 (stereo not given)
[45] O=C(Cc1cccs1)NC1(C(=O)NC2CCCC2)CCCCC1
[46] Cc1ccc(S(=O)(=O)NC2=NCN(C(C)C)CN2)cc1
[47] CSc1nc(Cl)cc(N2CCOCC2)n1
[48] COCCCNC(=O)c1cc(C)nn1-c1ccccc1
screen / no.,41,42,43,44,45,46,47,48
N370S GC,-3.8%,x,-1.1%,-7.2%,1.0%,4.2%,0.1%,-11.6%
FEN1 inh,-18.1%,23.1%,-4.3%,-0.4%,3.5%,-4.5%,-8.3%,-2.9%
KAT2A inh,-10.4%,-6.1%,-7.8%,u,-0.6%,-6.5%,-9.2%,1.1%

[49] O=C(CSc1nc2ccccc2[nH]1)Nc1ccc(N2CCOCC2)cc1
[50] Cc1ccc(CNC(=O)CN2C(=O)CSc3ccc(S(=O)(=O)N(C)C)cc32)cc1
[51] CC(=O)c1sc(NC(=O)c2cccc3ccccc23)nc1C
[52] O=C(COc1ccc(S(=O)(=O)NC2CCCCC2)cc1)Nc1ccc(C(F)(F)F)cc1
[53] Cc1ccc(SCc2cc(=O)[nH]c(/N=C(\N)Nc3ccccc3Sc3ccccc3)n2)cc1
[54] C(=N\n1cnnc1)/c1ccc2c(c1)OCO2
[55] Cc1ncc(CO)c(/C=N/NC(=O)c2ccc(Br)cc2)c1O
[56] CCn1c(=O)c2c(n3c(=S)[nH]nc13)-c1ccccc1CC21CCCCC1
screen / no.,49,50,51,52,53,54,55,56
N370S GC,3.0%,x,4.3%,x,3.6%,-5.8%,-18.6%,u
FEN1 inh,6.5%,17.1%,5.6%,-12.4%,-7.7%,-15.2%,x,14.0%
KAT2A inh,-1.4%,4.0%,6.1%,-12.4%,1.5%,-2.7%,-19.5%,-13.0%

[57] O=C(CSc1nnc2scc(-c3ccc(Cl)cc3)n12)Nc1cccc(C(F)(F)F)c1
[58] O=C1COc2ccc(C(=O)COC(=O)Cc3ccc(Cl)cc3)cc2N1
[59] Cc1c(C(=O)NCc2cccnc2)sc2ncn(CC(=O)N3CCCCC3C)c(=O)c12 (stereo not given)
[60] COc1ccc(OC)c(CCNC(=O)CN2C(=O)COc3ccc(S(=O)(=O)N4CCCCCC4)cc32)c1
[61] O=C(Cn1cnc2c(nnn2Cc2ccc(Cl)cc2)c1=O)c1ccccc1
[62] Cc1ccc(CN2CCN(CC(=O)N3CCc4ccccc4C3)C2=O)cc1
[63] Cc1nc2cc(-c3ccc(F)cc3)[nH]n2c(=O)c1C
[64] CCOC(=O)C1=C(C)Nc2ccccc2N/C1=N\S(=O)(=O)c1ccc(Cl)cc1
screen / no.,57,58,59,60,61,62,63,64
N370S GC,x,-12.8%,-1.8%,x,18.4%,5.3%,0.2%,x
FEN1 inh,12.3%,-3.5%,1.2%,6.0%,15.9%,x,-13.1%,3.6%
KAT2A inh,-6.6%,-0.9%,-5.9%,-3.3%,-0.1%,-9.1%,-15.9%,-0.2%

[65] CCOC(=O)C(Cc1ccc(O)cc1)NC(=O)CCc1c[nH]c2ccccc12 (stereo not given)
[66] COc1ccc(CC(=O)N2CCN(c3ccccc3)CC2)cc1
[67] Cc1ccc(C(=O)N2CCOCC2)cc1S(=O)(=O)Nc1cccc(C)c1C
[68] N#CCC(=O)Nc1ccc(C(=O)NNC(=O)CCN2CCN(c3ccccc3)CC2)cc1
[69] O=C(Nn1cnnc1)c1ccc(Cl)cc1
[70] COc1ccc(/C=C2\SC(N3CCCCC3)=NC2=O)cc1OC
[71] CC(C)c1ccc(NC(=O)CNS(=O)(=O)c2ccc(F)cc2)cc1
[72] O=C(NC1CCN(Cc2ccccc2)CC1)c1cc(-c2ccccn2)nc2ccccc12
screen / no.,65,66,67,68,69,70,71,72
N370S GC,-2.1%,2.4%,2.6%,x,0.2%,-16.6%,2.9%,6.0%
FEN1 inh,-4.0%,-15.4%,-5.4%,-11.1%,-4.5%,-4.9%,1.0%,1.2%
KAT2A inh,0.6%,0.0%,-0.6%,-4.5%,-2.3%,-3.1%,-1.6%,x

[73] Cc1ccc(Cl)c(OCC(=O)Nc2sc(C)c(C)c2C#N)c1
[74] Cc1nc2ccccc2c(=O)n1/N=C/c1ccc(O)c(O)c1O
[75] O=C(Nc1ccccn1)c1ccc(NC(=O)c2ccco2)cc1
[76] CCCC(C)C(=O)Nc1nc(C)c(-c2csc(Nc3ccc(Cl)cc3)n2)s1 (stereo not given)
[77] COc1ccc(N(CC(=O)NN=C2CCCC2)S(=O)(=O)c2ccccc2)cc1Cl
[78] CN(Cc1cnccn1)C(=O)C1CCC(=O)N(CCc2ccccc2)C1 (stereo not given)
[79] Cc1c(C(=O)O)oc2c1-c1nn(Cc3ccccc3Cl)cc1CC2
[80] CCc1ccc2[nH]c3nc(SCC(=O)NNC(=O)c4ccc(C(C)(C)C)cc4)nnc3c2c1
[81] CC1CCN(C(=O)Cn2c3ccc(F)cc3c3nc4n(c(=O)c32)CCCS4)CC1
[82] O=C(Nc1ccc(-c2nc3cccnc3s2)cc1)c1ccco1
[83] CCSc1nnc(NC(=O)C2Cc3ccccc3CN2C(=O)c2ccco2)s1 (stereo not given)
screen / no.,73,74,75,76,77,78,79,80,81,82,83
N370S GC,11.1%,-9.8%,0.2%,1.3%,-1.4%,-1.4%,x,1.1%,1.2%,7.6%,19.6%
FEN1 inh,-5.5%,u,9.1%,5.8%,6.8%,1.3%,-20.8%,-0.3%,0.6%,-6.1%,-10.8%
KAT2A inh,-0.7%,-20.5%,-7.3%,-12.3%,-13.0%,-1.9%,-10.7%,-1.4%,-5.7%,-14.0%,-2.4%

# Screening data deposited in PubChem by National Center for Advancing Translational Sciences (NCATS).
